Bioassay records from PubChem BioAssay.
TLR9-MyD88 block: TLR9-MyD88 interaction inhibition | Q9NR96+Q99836 | CHO BLA complementation TLR9-MyD88, CCF4 FRET ratio | inhibition, % at 4.98 µM | hit rate 0.21% among 340,000 | AID 504734;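 active = inhibition above the mean over all tested compounds plus 3 SD, cut at about 21% in these data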;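 note: 0% = DMSO only wells and 100% = clavulanate BLA inhibitor control wells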
Target sequence (Q99836 whole entry, looked up): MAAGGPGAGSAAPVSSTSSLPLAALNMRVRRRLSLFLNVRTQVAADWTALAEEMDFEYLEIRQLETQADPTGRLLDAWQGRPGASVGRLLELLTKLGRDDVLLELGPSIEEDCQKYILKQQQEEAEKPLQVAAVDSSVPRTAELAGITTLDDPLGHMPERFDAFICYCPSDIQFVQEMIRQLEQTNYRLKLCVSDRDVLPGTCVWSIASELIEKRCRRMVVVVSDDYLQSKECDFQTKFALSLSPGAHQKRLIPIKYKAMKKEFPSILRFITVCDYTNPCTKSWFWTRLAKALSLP
Target sequence (Q9NR96 whole entry, looked up): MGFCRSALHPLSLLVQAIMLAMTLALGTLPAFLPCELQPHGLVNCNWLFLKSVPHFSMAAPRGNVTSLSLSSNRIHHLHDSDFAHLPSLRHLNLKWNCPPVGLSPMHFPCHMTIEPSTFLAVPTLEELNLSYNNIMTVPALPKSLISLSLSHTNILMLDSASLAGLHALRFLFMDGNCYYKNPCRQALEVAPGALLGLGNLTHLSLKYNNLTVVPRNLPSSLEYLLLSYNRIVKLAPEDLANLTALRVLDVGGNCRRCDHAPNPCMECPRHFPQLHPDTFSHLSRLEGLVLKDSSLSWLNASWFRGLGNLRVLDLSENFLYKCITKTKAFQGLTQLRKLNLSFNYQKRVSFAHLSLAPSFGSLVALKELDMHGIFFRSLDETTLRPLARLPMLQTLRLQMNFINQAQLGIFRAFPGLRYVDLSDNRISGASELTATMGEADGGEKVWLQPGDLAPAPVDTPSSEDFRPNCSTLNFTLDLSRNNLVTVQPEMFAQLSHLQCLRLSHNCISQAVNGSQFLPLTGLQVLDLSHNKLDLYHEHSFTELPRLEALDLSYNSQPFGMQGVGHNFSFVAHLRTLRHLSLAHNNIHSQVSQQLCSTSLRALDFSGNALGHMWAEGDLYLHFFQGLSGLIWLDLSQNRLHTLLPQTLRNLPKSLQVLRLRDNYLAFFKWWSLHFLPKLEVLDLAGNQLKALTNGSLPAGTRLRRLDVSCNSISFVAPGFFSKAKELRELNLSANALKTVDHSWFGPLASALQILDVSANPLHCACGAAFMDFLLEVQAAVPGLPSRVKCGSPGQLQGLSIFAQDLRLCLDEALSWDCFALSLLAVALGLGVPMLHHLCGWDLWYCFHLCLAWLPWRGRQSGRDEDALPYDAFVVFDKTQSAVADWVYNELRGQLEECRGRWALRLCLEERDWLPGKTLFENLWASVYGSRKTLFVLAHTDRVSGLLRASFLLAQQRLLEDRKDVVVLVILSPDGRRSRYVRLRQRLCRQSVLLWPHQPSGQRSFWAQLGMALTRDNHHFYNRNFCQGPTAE
TROY signal inh: blocks TROY-dependent signaling in reporter cells; Q293 LMP1-TROYcd NF-kB luciferase reporter, 4 h; inhibition, % at 10 µM; hit rate 0.98% among 360,000; AID 1347056;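 active = compounds whose plate-normalised and pattern-corrected inhibition of the luciferase reporter signal at the single screening dose is 50% or more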
SRC2 inh: inhibits human steroid receptor coactivator 2; AID 651957; Q15596; inhibition, % at 9 µM; HEK293 GAL4-SRC2 luciferase reporter, luminescence; hit rate 0.17% among 370,000;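 active = inhibition above the mean inhibition of all tested compounds plus 3 SD, set per campaign, cut at about 52% in these data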;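 note: 0% = DMSO treated cells and 100% = cells given Gossypol at 36 µM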
SRC3 inh: human NCOA3 inhibition | Q9Y6Q9 | HEK293 GAL4-SRC3 luciferase reporter, luminescence | inhibition, % at 3.6 µM | hit rate 0.17% among 360,000;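 active = inhibition above a per-campaign cutoff, the mean of all compounds plus 3 SD, cut at about 60% in these data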;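 note: 0% = DMSO-treated cells and 100% = gossypol-treated cells at 36 µM; higher means less SRC3-driven luciferase light from the GAL4 reporter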
LRH-1 inv ag: inverse agonists of human LRH-1 (NR5A2); O00482; hit rate 0.13% among 360,000; HEK293T StAR-luciferase reporter, LRH-1 transfected, 24 h; inhibition, % at 3.6 µM;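 active = inhibition above the mean inhibition of all tested compounds plus 3 SD, cut at about 73% in these data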;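 note: 0% = DMSO wells and 100% = reporter-only cells lacking LRH-1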
ABHD5-PLIN5 inh: inhibitors of human ABHD5-perilipin-5 interaction | Split G. princeps luciferase complementation, luminescence, 4 h | hit rate 0.78% among 360,000 | inhibition, % at 4 µM | Q00G26+Q8WTS1 | AID 602281;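 active = inhibition above the mean inhibition across every tested compound plus 3 SD, cut at about 22% in these data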;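 note: 0% = DMSO only wells and the 100% control is not disclosed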
NOD2-RIPK2 inh: NOD2-RIPK2 protein interaction inhibition. O43353. CHO BLA complementation NOD2-RIPK2, CCF4 ratio. inhibition, % at 4.98 µM. hit rate 0.38% among 360,000. AID 624267; in the data active = inhibition above about 21%;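 note: 0% = vehicle only and 100% = reference blocker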
TWEAK Fn14 block: TWEAK-Fn14 signaling inhibition. hit rate 2% among 360,000. TWEAK-stimulated Fn14 reporter cells, luciferase luminescence, 8 h. inhibition, % at 10 µM; in the data active = inhibition above about 50%
Granule exo inh: lytic granule exocytosis inhibition | TALL-104 LAMP-1 surface exposure, flow cytometry; cells stimulated with thapsigargin and PMA | inhibition, % at 10 µM | hit rate 0.66% among 360,000 | AID 651702;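 active = inhibition above about 55%, limit read from the data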
NR2F2 inh: blocks human COUP-TFII nuclear receptor; AID 686940; HEK293T NGFI-A luciferase reporter, luminescence; inhibition, % at 8.6 µM; hit rate 0.7% among 370,000;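 active = inhibition above a per-plate cutoff, mean inhibition of test wells between control levels plus 3 SD, cut at about 38% in these data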;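 note: cells cotransfected with COUP-TFII expression vector driving the NGFI-A reporter; 0% = median of COUP-TF2 test wells and 100% = reporter-only cells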
SRC1 inh: inhibits human SRC1 coactivator. Q15788. HEK293 GAL4-SRC1 luciferase reporter, luminescence. inhibition, % at 3.6 µM. hit rate 0.12% among 360,000. AID 588354;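 active = inhibition above the campaign mean plus 3 SD, with each screening campaign given its own cutoff, cut at about 60% in these data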;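 note: 0% = DMSO treated cells and 100% = gossypol at 36 µM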
An asterisk follows results filed as active; . = no result given.

Each structure is followed by: TLR9-MyD88 block	TROY signal inh	SRC2 inh	SRC3 inh	LRH-1 inv ag	ABHD5-PLIN5 inh	NOD2-RIPK2 inh	TWEAK Fn14 block	Granule exo inh	NR2F2 inh	SRC1 inh
- Cc1ccc2ncc(S(=O)(=O)c3ccccc3)c(N3CCCCC3C)c2c1 (stereo not given)
→ 5.5	7.3	-8.7	3.2	18.4	5.8	-7.9	-11.6	0.2	-2.7	2.9
- COc1ccc(-c2c(C)oc3c(CN4CCOCC4)c(O)ccc3c2=O)cc1
→ 1.4	3.1	13.3	8.3	3.0	-0.1	0.3	-7.0	-2.5	-4.0	11.2
- COc1ccc(Oc2ccccc2/C=N/O)cc1
→ -4.1	13.4	16.8	32.3	51.3	-0.1	3.6	33.9	1.0	31.2	21.4
- CSc1cccc(NC(=O)c2cccc3cccnc23)c1
→ 1.1	-57.1	-66.6	-38.3	-9.1	-0.2	-0.8	-35.9	81.8*	-25.5	-55.5
- COc1cc(C2C(C#N)=C(C)NC3=C2C(=O)CC(C)(C)C3)cc(OC)c1O (stereo not given)
→ -8.7	-7.2	0.5	-8.8	12.4	-2.2	-1.6	11.9	33.0	-0.1	-3.4
- CN(CC(=O)NC1CCCc2ccccc21)C1CCCCC1 (stereo not given)
→ -3.7	3.6	-17.0	5.8	0.2	0.1	-5.3	-0.1	-0.9	-14.7	2.9
- Cc1nnc(-c2ccc(Cl)cc2)nc1NCCN(C)C
→ 3.3	-20.8	-7.1	8.7	-14.8	4.7	-3.1	6.4	-0.9	3.4	-1.8
- COc1ccccc1C(=O)NNC1=C(C(=O)C(F)(F)F)CCC1
→ 0.5	-6.1	-36.7	-17.6	-40.0	2.6	-3.6	1.0	-3.6	-6.7	-60.7
- COc1ccc(CNC(=O)COc2cc3c(c4oc(=O)cc(C)c24)CCC(C)(C)O3)cc1
→ 10.1	-5.5	-9.9	-4.5	13.5	2.4	5.9	8.7	-3.8	0.0	-34.5
- CCOC(=O)c1cnc2c(-c3ccc(Cl)cc3)cnn2c1C
→ -5.7	0.6	-41.0	-23.4	-42.2	0.7	-8.0	13.8	1.4	-24.7	-17.5
- Oc1nc(Nc2ccc(F)cc2)sc1/C=C1\C=Nc2ccccc21
→ 1.8	-14.2	4.1	-9.9	-16.3	-2.4	-2.8	-21.3	24.5	-14.7	-34.3
- Cc1ccccc1S(=O)(=O)N1[C@@H](c2ccc(F)cc2)C(C(=O)O)=CC[C@H]1c1ccc(Cl)cc1
→ -4.6	19.0	-27.6	8.1	9.6	-1.1	-11.7	0.2	-8.7	10.8	-12.1
- Cc1cc(NCc2ccccn2)n2c(nc3ccccc32)c1C#N
→ 11.3	2.7	-0.9	8.4	25.0	5.6	-10.3	-7.5	-5.5	11.4	-1.5
- Cc1ccc(C)c(-n2ccnc2SCC(=O)O)c1
→ -0.1	-2.3	-36.1	22.4	22.1	-1.0	-4.0	8.0	-1.6	-2.2	11.5
- COc1ccc(N2CC(C(=O)Nc3cc(C)on3)CC2=O)cc1 (stereo not given)
→ 0.5	0.2	27.9	4.5	-3.0	-5.4	2.4	11.1	5.0	-9.4	5.2

An excerpt from above, showing only SRC2 inh:
| molecule | SRC2 inh |
| --- | --- |
| Cc1ccccc1S(=O)(=O)N1[C@@H](c2ccc(F)cc2)C(C(=O)O)=CC[C@H]1c1ccc(Cl)cc1 | -27.6 |
| Cc1cc(NCc2ccccn2)n2c(nc3ccccc32)c1C#N | -0.9 |

Next results.
Each structure is followed by: TLR9-MyD88 block	TROY signal inh	SRC2 inh	SRC3 inh	LRH-1 inv ag	ABHD5-PLIN5 inh	NOD2-RIPK2 inh	TWEAK Fn14 block	Granule exo inh	NR2F2 inh	SRC1 inh
- COc1ccccc1OCC(=O)Nn1c(=S)[nH]c2ncccc2c1=O
→ -4.0	15.7	7.2	18.6	6.7	2.1	-11.0	-16.6	-2.1	-6.2	-7.8
- CCc1cc(=O)oc2c(C)c(O)c(CN(C)C)cc12
→ 4.5	-3.9	3.0	11.3	16.6	0.2	13.5	6.7	-7.0	1.5	14.6
- COc1ccc(/C=N/NC(=O)c2ccoc2C)cc1CN1CCN(c2ccc(F)cc2)CC1
→ -3.5	-14.3	-42.9	-54.5	-112.5	-10.1	2.7	-16.4	27.7	-43.8	-35.6
- COc1ccc(S(=O)(=O)N2CCN(C)CC2c2ccccc2)cc1 (stereo not given)
→ 1.2	-3.6	11.0	-27.9	-4.8	3.7	-3.1	3.6	-2.2	2.7	-29.8
- CC(=O)Nc1nc(N(C)C)nc(N(C)C)n1
→ 1.8	-13.8	8.2	16.4	-5.5	0.7	-14.4	-15.1	-1.6	6.8	-14.9
- O=C(O)Cc1c(O)ccc2ccccc12
→ 4.2	1.4	-50.8	19.4	1.0	1.5	-9.5	-4.5	-2.0	-14.1	-24.0
- O=C(Nc1nc(-c2ccccc2)cs1)c1ccccc1F
→ 2.4	-7.8	-20.8	-42.7	-67.1	-0.5	7.3	-26.7	13.9	-27.2	-62.0
- NC(=O)COC(=O)c1ccc(-c2ccccc2)cc1
→ -14.8	-14.9	-19.0	6.1	-17.1	5.4	-3.6	13.3	-9.3	-18.5	-6.3
- O=C(c1ccc(NC2=NC3CS(=O)(=O)CC3S2)cc1)N1CCN(c2ccc(F)cc2)CC1 (stereo not given)
→ 13.4	-12.6	-3.8	11.1	-10.5	-2.7	-7.3	5.4	-6.3	9.5	-5.0
- COc1cn(-c2ccccc2)nc1C(=O)Nc1ccc(C)cc1Cl
→ 0.0	-47.1	-22.3	-12.4	-40.5	-5.1	-12.4	-27.7	1.0	-5.2	-9.8
- CCOC(=O)c1ccc(NC(=S)N(CCN2CCCCCC2)Cc2ccco2)cc1
→ -0.9	-12.3	-10.0	9.2	-35.0	-0.2	-1.3	7.8	8.3	7.5	2.1
- CNC(=O)C1C2C=CC3(O2)C1C(=O)N(CCOC)C3C(=O)NCc1ccc(OC)cc1 (stereo not given)
→ -4.6	0.5	-30.4	1.2	-4.1	2.6	0.5	-2.5	-1.1	5.8	5.6
- Cc1ccc(OCc2cc(C(=O)N(C)CCc3ccccn3)no2)cn1
→ -3.1	-26.8	-1.3	5.8	2.4	-5.5	-7.9	-2.8	-1.7	-4.9	2.1
- CCCn1cc2c(c1-c1cccc(C)c1)c(=O)n(C)c(=O)n2C
→ 2.7	.	-4.7	7.8	0.4	0.8	-10.1	18.6	0.3	8.0	4.3
- Cc1ccn2cc(CSc3ccccc3N)nc2c1
→ -9.2	4.9	-61.6	-83.3	-126.5	10.2	-23.8	42.0	-3.1	-55.7	-62.4
- CC(=O)Nc1ccc(-c2ccnc3c2CC(C)(C(=O)NCc2ccc(N4CCN(C)CC4)cc2)O3)cc1 (stereo not given)
→ .	-12.2	-16.5	-0.4	-5.0	4.3	3.3	-1.8	0.7	-8.5	4.7
- O=C1CCn2nc(-c3ccc(Cl)cc3)cc2N1
→ 8.4	-50.9	-30.7	-71.9	-83.2	-2.6	1.5	-13.5	-6.2	-24.2	-79.6
- CCOC(=O)c1c(N)sc(C(=O)N2CCCC(C(N)=O)C2)c1C (stereo not given)
→ -3.2	1.1	-7.5	18.3	1.2	6.5	0.3	2.1	-5.2	3.2	4.1
- CC(=O)c1ccc(NC(=O)COC(=O)CCc2ccc(S(=O)(=O)N3CCOCC3)cc2)cc1
→ 2.4	1.3	-5.1	1.2	-11.1	5.7	-5.7	1.6	4.1	-1.6	-3.8
- Cc1cc(NC(=O)COC(=O)c2cc3c(s2)CCC(C)C3)no1 (stereo not given)
→ 0.6	13.3	-11.0	-3.4	10.1	-0.5	0.9	-3.0	-2.3	18.0	-6.0
- Cc1ccc(C(=O)OCC(=O)Nc2ncc(Cl)cc2Cl)cc1NC(=O)c1ccco1
→ -4.0	-6.2	-4.7	-4.0	-5.7	-2.7	-6.6	9.1	0.0	-9.4	-0.4
- COCCN(C(=O)Cc1cccs1)C(C(=O)NCc1ccc(OC)cc1)c1ccc(OC)cc1 (stereo not given)
→ -7.6	-20.7	8.6	-6.0	18.9	-6.4	-1.0	-1.0	-4.9	-11.3	13.7
- Cc1ccc(S(=O)(=O)CC(=O)N2CCN(c3ccc(F)cc3)CC2)cc1
→ -8.8	26.4	-18.7	-9.8	1.1	-1.0	-2.7	-10.2	-2.7	6.0	-18.7
- CC1C(=O)N2CCCc3cc(NC(=O)C(=O)NCCc4ccccc4)cc1c32 (stereo not given)
→ -0.6	5.0	1.6	18.6	-6.7	-7.1	-0.3	-16.6	2.7	-0.8	2.0
- O=C(COC(=O)c1ccc(Br)c(S(=O)(=O)N2CCOCC2)c1)NC1CC1
→ -7.4	10.0	7.0	-3.4	0.6	1.6	2.5	-12.7	-0.9	-11.2	2.6
- Cc1cccc(C)c1NC(=S)N1CCC(N(C)CC2CCCO2)CC1 (stereo not given)
→ -6.8	24.3	-14.2	5.7	12.3	7.5	4.0	16.7	-1.5	9.1	-14.9
- Cc1cccc(C)c1NC(=O)C1(C)CSCC(=O)N1CCCN1CCOCC1 (stereo not given)
→ .	.	-8.8	.	-3.0	-5.5	-18.9	.	0.5	-9.8	.
- COc1ccc(CC(=O)Nc2ccc(C(=O)NC(C)(C)C)cc2)cc1
→ -9.3	2.4	-1.2	13.4	8.8	2.9	-1.6	3.9	-0.1	-9.8	7.5
- CCN(c1ccccc1)S(=O)(=O)c1ccc2[nH]cc(C(=O)N3CCOCC3)c(=O)c2c1
→ 2.9	2.6	24.1	-5.6	13.9	1.9	-3.2	-1.4	0.5	3.6	-3.3
- CC(=O)N=c1c(C#N)cc2c(=O)n3cccc(C)c3nc2n1Cc1ccco1
→ .	-16.5	1.0	-13.8	-22.8	49.4*	-23.2	-2.2	-1.1	0.6	9.7
- Cc1cc(C)c(C)c(S(=O)(=O)Nc2ccc(C(=O)N3CCCC3)cc2)c1C
→ -12.3	16.7	-8.5	-26.7	13.8	-1.0	0.7	-23.6	3.7	15.3	-23.1
- CCCCNC(=O)C1(C)CCCCN1C(=O)c1cc(-c2ccccc2)cs1 (stereo not given)
→ .	-1.5	14.2	-8.2	-15.1	-2.2	-5.4	-7.7	-2.9	18.0	5.3
- CC1CC(C)(C)NC(=S)N1CCCC(=O)Nc1ccc(Br)cc1 (stereo not given)
→ 2.9	4.6	-7.6	8.2	1.3	6.8	1.4	18.7	-0.4	-1.9	8.0
- O=C(NCc1ccccn1)C(=O)NCC1OCCCN1S(=O)(=O)c1cc(F)ccc1F (stereo not given)
→ -6.3	-11.6	6.9	11.6	14.3	1.0	-17.8	-20.5	-3.3	9.1	-8.8
- Cc1c(C(N)=O)sc2ncn(CC(=O)N(C)C3CCCCC3)c(=O)c12
→ -4.4	5.7	8.3	13.8	-29.9	-3.0	-9.7	11.8	-14.1	-8.1	19.4
- O=C(c1cccnc1)N1CCN(C(=O)c2cccc(Cl)c2)CC1
→ 3.0	14.7	11.8	-18.7	-8.1	2.6	7.0	13.0	-4.7	-33.0	-17.8
- CC1(Oc2cccc(C#N)c2)CCN(Cc2ccccc2OC(F)F)C1 (stereo not given)
→ .	-14.2	-22.0	10.8	13.0	5.9	2.9	7.0	0.1	5.2	7.4
- Cc1ccc(C(=O)NC2CCCc3c2cnn3-c2ccc(F)cc2F)cn1 (stereo not given)
→ -8.9	24.5	29.1	-9.4	25.6	12.3	0.8	27.6	3.7	56.1*	25.8
- Cc1nnc(SCC(=O)N2CCN(S(=O)(=O)c3ccccc3)CC2)s1
→ 9.4	-14.4	-2.1	16.4	1.6	2.5	-1.9	31.4	0.2	9.3	-8.1

This is a subset, so the mix of outcomes need not match the whole.
